# Screening data (PubChem)
# mouse EphA4 binding: inhibitors of EphA4 binding to KYL peptide, primary screen, biochemical, colorimetric, mouse EphA4 (AID 689); Ephrin type-A receptor 4 (Mus musculus); EphA4-AP binding to KYL peptide, pNPP A405; higher % means a stronger effect; one-dose inhibition, % at 10 µM; IC50 in µM for titrated hits; 0.1% of 62,000 active; in the data active = a potency from the dose series; inactive = the rest, 99 in 100 with inhibition below about 22%
# * = called active by the depositor. Not all compounds are listed, so the mix of outcomes need not match the whole.
# A first look, 7 compounds:
smiles,mouse EphA4 binding
Cc1ccc(-n2ncc3c(=O)n(Cc4cccnc4)cnc32)cc1,-19%
COc1ccc(N2C(=O)C3CCCN3C2c2cccc(OC)c2OC)cc1 (centres undefined),-8%
O=C(COC(=O)CCC(=O)c1ccc(F)cc1)Nc1ccc(N2CCOCC2)cc1,-22%
CCCCn1c(=N)n(CC(=O)C(C)(C)C)c2ccccc21,-2%
N#Cc1ccc(CSc2nnc(-c3ccccn3)n2-c2ccc(Cl)cc2)cc1,-24%
CCOc1ccccc1NC(=O)C1CCN(S(=O)(=O)c2c(C)nn(C)c2C)CC1,-2%
COC(=O)c1ccc(C(=O)OC)nc1,-12%

# Results, repeating the preview:
smiles,mouse EphA4 binding
Cc1ccc(-n2ncc3c(=O)n(Cc4cccnc4)cnc32)cc1,-19%
COc1ccc(N2C(=O)C3CCCN3C2c2cccc(OC)c2OC)cc1 (centres undefined),-8%
O=C(COC(=O)CCC(=O)c1ccc(F)cc1)Nc1ccc(N2CCOCC2)cc1,-22%
CCCCn1c(=N)n(CC(=O)C(C)(C)C)c2ccccc21,-2%
N#Cc1ccc(CSc2nnc(-c3ccccn3)n2-c2ccc(Cl)cc2)cc1,-24%
CCOc1ccccc1NC(=O)C1CCN(S(=O)(=O)c2c(C)nn(C)c2C)CC1,-2%
COC(=O)c1ccc(C(=O)OC)nc1,-12%
Cc1ccc(NC(=O)CCc2ccc(S(=O)(=O)NC3CCCCC3)cc2)cc1,-11%
Cc1ccc(NC(=O)C(=O)NCCN2CCN(Cc3ccc(Br)cc3)CC2)cc1,-3%
CCCC1(C(=O)OC)NC(c2ccco2)C2C(=O)N(c3ccc(C)cc3)C(=O)C21 (centres undefined),-2%
CCOC(=O)c1ccc(N(C(=O)c2cnccn2)C(C(=O)NC2CCCCC2)c2cn(C)nc2C)cc1 (centres undefined),-16%
Brc1ccc(-c2nc(-c3cccnc3)no2)o1,0%
Cc1ccc2[nH]c3c(c2c1)CN(C(=O)CN1CCCc2ccccc21)CC3,4%
CCc1ccccc1N(CC(=O)O)S(C)(=O)=O,-10%
Cc1ccc(S(=O)(=O)N2CCCCC2)cc1C(=O)c1nccn1C,-20%
O=C1c2ccccc2NC(c2ccc(Cl)cc2)N1Cc1ccccc1 (centres undefined),2%
COc1cccc(/C=C2\SC(=S)N(c3cccc(C)c3)C2=O)c1,-7%
CCOC(=O)CNC(=O)CN1CCCN(S(=O)(=O)c2ccc(Br)s2)CC1,3%
O=C(CCC1CC(=O)Nc2ccccc21)NCc1ccc(F)cc1 (centres undefined),0%
Cc1ccccc1CN1CCN(CC(=O)NCc2ccc3c(c2)OCO3)C1=O,12%
O=S(=O)(c1ccc2nc(COc3ccccc3)[nH]c2c1)N1CCOCC1,-8%
CCOC(=O)c1cc(-c2ccc(C)cc2)n(CC(=O)NCc2ccco2)c1C,-29%
CCn1c(=O)c(=O)[nH]c2cc(C(=O)Nc3ccc(S(=O)(=O)N4CCCC4)cc3)ccc21,-14%
O=C(Nc1nnc(SCc2ccc(F)cc2)s1)C1Cc2ccccc2CN1C(=O)c1ccco1 (centres undefined),-6%
O=C(CN(C(=O)c1ccccc1Cl)C1CCCCC1)Nc1ccc(Cl)c([N+](=O)[O-])c1,1%
CC(C)C1NC(=S)N(Cc2ccccc2)C1=O (centres undefined),-15%
CCCCCn1c(SCCOCC)nc2c1c(=O)[nH]c(=O)n2C,-4%
Cc1nnc(NC(=O)CN2C(=O)c3ccccc3S2(=O)=O)s1,-26%
Cc1ccc2nc(NCC(=O)O)nc(-c3ccccc3)c2c1,-1%
O=C(c1cccc(OCc2ccccc2)c1)N1CCN(c2ccc([N+](=O)[O-])cc2)CC1,6%
CC(NC(=O)Cn1cnc([N+](=O)[O-])n1)c1ccccc1 (centres undefined),6%
O=C(NC1CCCCC1)C(c1ccncc1)N(CC1CCCO1)C(=O)C(F)(F)F (centres undefined),-4%
O=S(=O)(NCc1ccncc1)c1ccc(S(=O)(=O)NCC2CCCO2)cc1 (centres undefined),-11%
Cc1cc(C=C2C(=O)NC(=S)NC2=O)c(-c2ccccc2)n1-c1ccccc1,-9%
O=C(Nc1cccc(C(F)(F)F)c1)C1CN(S(=O)(=O)c2ccccc2)CCN1S(=O)(=O)c1ccccc1 (centres undefined),-7%
Cc1c2c(nc3c(C(=O)NC4CC4)cnn13)CCCC2,-3%
O=C(Cc1ccccc1)NC(=S)Nc1cccc(C(F)(F)F)c1,-6%
COc1cnc(SCC(=O)O)[nH]c1=O,-12%
Cc1ccc(C(C)C)cc1OCCOCCN1CCCC1,4%
Cc1nn(C(=O)COc2ccc(Cl)cc2)c(C)c1Sc1ccccc1[N+](=O)[O-],10%
Cc1ccccc1Cn1nc(C)c(NC(=O)c2noc3c2CC(C(C)(C)C)CC3)c1C (centres undefined),-9%
COc1ccc(CCNC(=O)CN2CCCc3ccccc32)cc1OC,-8%
COc1ccc(NCc2nnc(SCC(=O)Nc3cccc(C)c3)o2)cc1,-7%
COC(=O)c1c(C)oc2cc(Br)c(OC(=O)c3ccco3)cc12,-2%
O=C(Nc1ccc2c(c1)OCO2)c1ccc[n+]([O-])c1,-2%
CC(C)(C)c1ccc(-c2nc3cc(NC(=S)NC(=O)c4ccco4)ccc3o2)cc1,-11%
CCn1c(SCC(=O)c2ccc(Cl)cc2)nnc1C(C)C,1%
Cc1ccc(N(C(=O)Cn2nnc(-c3cccs3)n2)C(C(=O)NC2CCCC2)c2ccncc2)cc1 (centres undefined),-10%
Cc1nc2c(ccc3c2ccc2nc(C)sc23)s1,-10%
CCn1c(=O)c2c(n3cnnc13)-c1ccccc1CC21CCCCC1,-3%

# A different layout for part of the listing above.
mouse EphA4 binding	SMILES
-2%	CCCCn1c(=N)n(CC(=O)C(C)(C)C)c2ccccc21
-24%	N#Cc1ccc(CSc2nnc(-c3ccccn3)n2-c2ccc(Cl)cc2)cc1

# Additional records follow.
smiles,mouse EphA4 binding
Nn1c(N2CCCCC2)nc2ccccc21,-10%
O=C(CN(C(=O)CNS(=O)(=O)c1ccccc1)c1ccc2c(c1)OCCO2)NC1CCCCC1,-4%
COc1ccc(CNC(=O)C(=O)Nc2cccc(Cl)c2)cc1,-3%
Cc1ccccc1Cn1c(C(=O)OC(C)C)cc2c1ccn2C,-11%
Cc1ccc(Cn2nnc3c(=O)[nH]c(C4CCN(S(=O)(=O)c5ccccc5)CC4)nc32)cc1,-22%
O=C(O)c1cc(-c2ccccc2)n(-c2ccccc2)n1,-34%
O=S(=O)(c1ccccc1)c1cnn2c(C(F)(F)F)cc(-c3ccccc3)nc12,-1%
Cc1ccc2cc(C#N)c(NCCNC(=O)C3CCC3)nc2c1C,5%
CCc1ccc(NC(=O)Cn2c(=O)oc3cc(S(=O)(=O)N4CCOCC4)ccc32)cc1,-8%
COc1ccc(-c2nc(CS(=O)CC(=O)NCc3ccc4c(c3)OCO4)c(C)o2)cc1 (centres undefined),-7%
Cc1ccc(S(=O)(=O)CC(=O)Nc2nc(-c3ccccc3)cs2)cc1,4%
C=C(C)C1CC=C(C)/C(=N/NC(=O)c2cccc(C)c2)C1 (centres undefined),-6%
COc1ccc(C(CNC(=O)c2ccc(N3CCCC3=O)cc2)N(C)C)cc1 (centres undefined),-2%
COc1ccc(N2C(=O)C3CCCN3C2c2cccs2)cc1 (centres undefined),-13%
C=CCn1c(N2CCCC2)nc2c1c(=O)[nH]c(=O)n2C,-22%
Cc1nc2c(C(=O)N3CCOCC3)cnn2c(C)c1Cc1ccc(Cl)cc1,-15%
COC(=O)c1c(NC(=O)c2cccnc2)sc(C)c1C,-1%
COc1ccc(C(=O)NNC(=S)NC(=O)c2cc(-c3ccccc3)nc3ccccc23)cc1,-3%
O=C(c1ccccc1)N1CCN=C1c1ccccc1,0%
CCOC(=O)CSc1nnc(CNC(=O)c2ccc(OC)cc2)n1-c1ccc(OC)cc1,-10%
CC1CCCC(C)N1c1nnc(NC(=O)c2cc(-c3ccc(Br)cc3)on2)s1 (centres undefined),-3%
CCC(=O)Nc1nc2ccc(NC(C)=O)cc2s1,-12%
CC(C)(C)c1nc2sc3c(c2c(=O)o1)CCCC3,-8%
CCC(C)(C)NC(=O)C(c1ccc(C)cc1)N(Cc1ccco1)C(=O)CCC(=O)Nc1nccs1 (centres undefined),-5%
COCCn1c(C)cc(C(=O)CSc2ccc(NC(C)=O)cc2)c1C,2%
Cc1oc2cc(OC(C)C(=O)O)ccc2c(=O)c1Oc1ccccc1 (centres undefined),-9%
CN(C)/C=C(\C#N)C(=O)c1cccnc1Oc1cccc(F)c1,-6%
CCSc1nnc(NC(=O)CSc2c(Cl)cccc2Cl)s1,-6%
CCN(CC)S(=O)(=O)c1ccc2[nH]cc(C(=O)NCCN3CCCCC3C)c(=O)c2c1 (centres undefined),-3%
CCOC(=O)N1CCN(C(=O)C2CCN(c3ncnc4c3sc3cccc(F)c34)CC2)CC1,20%
C=CCn1c(SCC(=O)Nc2cc(NC(C)=O)ccc2OC)nnc1-c1cccnc1,12%
Cc1ccc(NC(=O)CCc2ccc(S(=O)(=O)N3CCOCC3)cc2)c(C)c1,-12%
O=C(CSc1ncnc2c1cnn2CCc1ccccc1)Nc1ccc(F)cc1,-15%
CCC(NC(=O)NCCCn1ccnc1)(C(F)(F)F)C(F)(F)F,2%
CCOc1c2ccc(C(=O)NCc3ccc(OC(F)(F)F)cc3)cc2nn1CC,-3%
CCC1CCCCN1Cc1ccc(OC)c(C)c1 (centres undefined),-5%
Cc1ccc(C(=O)Oc2ccccc2C(=S)N2CCOCC2)cc1,-1%
O=C(CN1CCN(c2ccc(Cl)cc2)CC1)c1ccc2c(c1)OCO2,-4%
OC1(c2ccc(Br)cc2)CCNCC1,-8%
CCOC(=O)c1ccc(NC(=O)c2ccc(C)c(S(=O)(=O)N3CCOCC3)c2)cc1,-8%
COc1ccc2[nH]c(=O)c(CN(CC3CCCO3)C(=O)Nc3ccccc3)cc2c1 (centres undefined),1%
CCn1c(=O)c2c3c(sc2n(C)c1=O)CCC3,-21%
COC(=O)CSc1nnc(-c2sc3ccccc3c2Cl)o1,12%
COCCCn1c(Cc2csc(Nc3ccc(F)cc3)n2)nnc1SCC(N)=O,2%
C=CCOC(=O)C1=C(C)NC(C)=C(C(=O)OCC=C)C1c1cccc([N+](=O)[O-])c1,-2%
CCSc1nnc2n(N)c(=O)c3ccccc3n12,-8%
O=C(COC(=O)c1ccc2ccccc2n1)Nc1ncc(C(F)(F)F)cc1Cl,7%
COc1ccc(CNC(=O)C(=O)Nc2ccc([N+](=O)[O-])cc2)cc1,-8%
Cc1c(C(=O)N2CCCCCC2)nnn1-c1nonc1N,2%
CCOC(=O)C(/C(N)=N/C(=O)Nc1ccccc1)=C(\C)O,-5%

# Later entries:
smiles,mouse EphA4 binding
O=C(NC(=S)Nc1cccc(-c2nc3cc(Cl)ccc3o2)c1)c1ccco1,-4%
CCC(=O)N(CCC(Cc1ccccc1)c1ccc2c(c1)OCO2)Cc1ccccc1F (centres undefined),4%
CN1CCN(C(=O)c2ccccc2NC(=O)CN2C(=O)c3ccccc3C2=O)CC1,2%
Nc1[nH]n(-c2ccccc2)c(=O)c1N=Nc1ccccc1[N+](=O)[O-],-1%
O=C(O)c1cccc(S(=O)(=O)N2CCCC2)c1,-22%
COc1ccc(-c2cc(C(F)(F)F)nc(NC3CCCC3)n2)cc1OC,-7%
CCOc1ccc2[nH]c(=O)c(CN(CCO)C(=O)c3ccc(F)cc3)cc2c1,5%
CCOC(=O)c1cc(OCC(=O)NC(C)C(C)C)cc(C(=O)OCC)c1 (centres undefined),0%
COc1ccc2cc3cc(C(=O)NCc4ccco4)oc3nc2c1,-26%
Cc1cc(=O)oc(C)c1C(=O)Nc1cnc2ccccc2c1,0%
O=C(NNc1ccc(C2CCCCC2)cc1)C(O)(c1ccccc1)c1cccs1 (centres undefined),-5%
COc1ccc(C)cc1NC(=O)C(C)N(c1ccc(C)cc1)S(C)(=O)=O (centres undefined),-7%
O=C1CCCc2c1cc(C(=O)NC1CCSC1=O)c(=O)n2-c1ccccc1 (centres undefined),-4%
Cc1ccccc1-c1nc(CN2CCC(C(=O)O)CC2)c(C)o1,1%
Cc1cccc(C(=O)Nc2nc(C)c(C(=O)Nc3ccc4c(c3)CCC4)s2)c1,-7%
Cc1nc2ccc(S(=O)(=O)NCC(=O)N3CCc4ccccc43)cc2s1,-10%
O=S(=O)(c1cccc(C(F)(F)F)c1)N1CCN(c2nnnn2-c2ccccc2)CC1,-1%
COc1cccc2cc(C(=O)CC3(O)C(=O)N(Cc4ccccc4)c4ccccc43)c(=O)oc12 (centres undefined),-14%
O=S(=O)(c1ccc2nc(COc3ccc(Cl)cc3Cl)[nH]c2c1)N1CCOCC1,-20%
Cc1c(N(C)C(=O)C23CC4CC(CC(C4)C2)C3)c(=O)n(-c2ccccc2)n1C,-5%
O=C(Nc1ccccc1Cl)N1CCN(c2ccc3nncn3n2)CC1,-5%
CCn1c(SCC(=O)N2CCN(S(=O)(=O)c3ccccc3)CC2)nnc1-c1cccs1,-4%
COc1ccccc1NC(=O)CCc1c(C)[nH]c(=O)c(C#N)c1C,5%
Cc1ccsc1C1Nc2ccc3ncccc3c2C2=C1C(=O)CC(C)(C)C2 (centres undefined),6%

# 2 records picked at random from the list so far:
smiles,mouse EphA4 binding
Cc1nc2ccc(S(=O)(=O)NCC(=O)N3CCc4ccccc43)cc2s1,-10%
Cc1ccccc1-c1nc(CN2CCC(C(=O)O)CC2)c(C)o1,1%
